# Screening data as filed in PubChem.
# MC4R ag barr = agonists of human melanocortin 4 receptor (MC4R) beta-arrestin; P32245; AID 540308; activation, % at 8.9 µM; U2OS MC4R beta-arrestin complementation, luminescence; percent of melanotan II response, DMSO zero; hit rate 0.98% among 360,000;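 active means activation above a per-plate cutoff, the mean activation of sample wells on that plate plus 3 SD, cut at about 8% in these data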
# Target sequence (P32245 whole entry, looked up): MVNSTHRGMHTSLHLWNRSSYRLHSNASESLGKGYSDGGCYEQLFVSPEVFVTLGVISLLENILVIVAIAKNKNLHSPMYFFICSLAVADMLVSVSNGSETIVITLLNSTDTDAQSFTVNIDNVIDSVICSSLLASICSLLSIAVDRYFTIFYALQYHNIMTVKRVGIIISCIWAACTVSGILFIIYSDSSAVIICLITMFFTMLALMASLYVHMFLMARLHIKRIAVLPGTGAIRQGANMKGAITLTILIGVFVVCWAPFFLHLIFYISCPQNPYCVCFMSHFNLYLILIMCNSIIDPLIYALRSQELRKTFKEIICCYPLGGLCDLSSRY
# MC4R antag cAMP = blocks human MC4R cAMP signaling. P32245. MC4R-expressing cells, MTII-stimulated cAMP, LANCE TR-FRET. inhibition, % at 6.5 µM. hit rate 0.48% among 360,000. AID 540295;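 active means inhibition above its plate's cutoff, the mean of tested wells on that plate plus 3 SD, cut at about 29% in these data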;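 further: 0% = Melanotan II alone and 100% = Melanotan II plus saturating MCL0020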
#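 System: U2OS cells stably expressing human melanocortin 4 receptor (MC4R). Reagent: Melanotan II challenge after compound preincubation. Doses: 6.5 µM. Times: 30-min compound, 1-h challenge, 1-h detection, room temperature. Measured by: TR-FRET with Eu-cAMP and labeled anti-cAMP, 671 nm. Replicates: singlicate.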
# PDI inh = blocks human protein disulfide isomerase activity. P07237. PDI insulin aggregation turbidity, A650, 90 min. inhibition, % at 10 µM. hit rate 0.052% among 350,000. AID 588391;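 active means mean inhibition across replicates of 30% or more, whatever share of single replicates reach that level; inconclusive means mean inhibition below 30% while every single replicate reaches 30%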;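 further: absorbance from insulin aggregation driven by PDI reduction with DTT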
# aDG glyco up = increases alpha dystroglycan glycosylation. hit rate 0.22% among 360,000. Pro5-aDG cells, alpha-DG glycosylation AlphaScreen (IIH6); 0% Pro5, 100% B10-LARGE cell signal. activation, % at 10 µM;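 active means activation of at least 8% versus controls, or a plate z-score of at least 8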;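 further: Pro5 are CHO cells carrying HIG-tagged alpha-DG that lacks glycosylation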
# CaV13 ICDI inh = Disruptors of the CACNA1D IQ motif to Ca2+-dependent inactivation inhibitor domain association, primary screening, Förster resonance energy transfer in intact living …; HEK cells, CFP/YFP FRET ICDI-IQ, plate reader, 10 min; percent FRET-ratio fall versus neutral wells; hit rate 0.098% among 340,000; inhibition, % at 12.3 µM;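 active means mean replicate inhibition of at least 30% and at least 1% of replicates passing that level; inconclusive means only one of the two criteria is met; inactive means neither criterion is met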;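 further: 0% = median of the neutral control wells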
# Vif imaging = inhibitors of HIV Vif | HEK293T cells, Vif self-association by quenched fluorescence, imaging, 24 h | inhibition, % at 7.49 µM | hit rate 0.35% among 340,000; in the data active means inhibition above about 50%, passing the limit was not always enough; inconclusive means no clear call, values can overlap the other calls; inactive means below about 31%; further: some results filed as inactive read as strong as hits
# N-glyco inh = N-linked glycosylation inhibition; reporter increase, % at 12.5 µM; D54 ERlucT glycosylation luciferase reporter, 24 h; percent of 100 nM tunicamycin response; hit rate 0.23% among 360,000;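 active means mean luciferase reporter signal, scaled so untreated is 0 and the glycosylation-blocking control 100, at or above a set limit in every replicate; inconclusive means mean reaches the limit but not every replicate does; inactive means mean below the limit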;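 further: luciferase carries N-glycosylation sites so blocking glycosylation raises the light; 0% = median of neutral control wells and 100% = median of 100 nM tunicamycin wells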
# ABCB6 inh MLPCN = inhibitors of human ABC transporter ABCB6; hit rate 0.19% among 360,000; Q9NP58; K562-ABCB6 porphyrin accumulation, flow cytometry, 1 h; active compounds read low; fluorescence ratio to DMSO, % at 10 µM;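 active means fluorescence ratio to DMSO below 75%, the collection mean minus 3 SD; inconclusive means too few cells collected in the well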;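 further: signal is porphyrin accumulated inside mitochondria; 100% equals median channel fluorescence of DMSO control wells; lower ratio means ABCB6 inhibition with less porphyrin fluorescence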
# m5-HT2A agonist = agonists of mouse serotonin 5-HT2A receptor (HTR2A) | hit rate 0.66% among 360,000 | P35363 | AID 624169 | activation, % at 7.6 µM | CHO-K1 mHTR2A beta-arrestin complementation, luminescence; percent of 30 µM serotonin response;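 active means activation above a run cutoff, the mean activation of all tested compounds plus 3 SD, cut at about 14% in these data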;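 further: 0% = plate median of compound wells and 100% = 30 µM serotonin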
# Target sequence (P35363 whole entry, looked up): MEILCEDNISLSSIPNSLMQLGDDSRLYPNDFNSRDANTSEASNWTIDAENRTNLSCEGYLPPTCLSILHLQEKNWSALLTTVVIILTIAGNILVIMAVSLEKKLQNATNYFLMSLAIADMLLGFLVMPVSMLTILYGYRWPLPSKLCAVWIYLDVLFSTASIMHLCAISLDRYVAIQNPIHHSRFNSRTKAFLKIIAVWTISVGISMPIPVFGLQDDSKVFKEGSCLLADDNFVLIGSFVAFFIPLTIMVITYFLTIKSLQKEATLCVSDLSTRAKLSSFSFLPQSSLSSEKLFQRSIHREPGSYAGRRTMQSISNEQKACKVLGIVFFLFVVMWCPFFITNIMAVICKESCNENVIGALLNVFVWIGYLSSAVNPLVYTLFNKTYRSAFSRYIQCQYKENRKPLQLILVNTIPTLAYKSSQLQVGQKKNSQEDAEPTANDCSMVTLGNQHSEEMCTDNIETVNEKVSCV
# H9c2 protect = myocardial damage modulation in H9c2 cells; protection from H2O2 cell death, % at 20 µM; hit rate 0.63% among 360,000; H9c2 cardiomyocytes, H2O2 injury protection, ATPLite, 2 h;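 active means compounds giving at least 50% protection of heart cells from peroxide-induced death in the single-dose screen, raw or plate-pattern-corrected value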;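 further: 0% = DMSO wells with peroxide and 100% = DMSO wells without peroxide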
# * hit, by the source's call; u = inconclusive; x = no result given.
SMILES,MC4R ag barr,MC4R antag cAMP,PDI inh,aDG glyco up,CaV13 ICDI inh,Vif imaging,N-glyco inh,ABCB6 inh MLPCN,m5-HT2A agonist,H9c2 protect
N#C/C(C(N)=O)=C1/CCc2ccccc2N1,2.4,-1,-8,0.2,-3,-2,21,109,-1,3
Cc1cc(C)cc(OC(C)C(=O)Nc2ccc3c(c2)n(C)c(=O)n3C)c1 (centres undefined),0.0,2,-5,0.0,-3,-3,3,98,9,3
O=C(Nc1nc2ccccc2[nH]1)c1ccccc1O,-0.8,1,-11,0.2,-18,1,-9,316,1,-16
CC(=O)C1=NOC2C(=O)N(c3ccc(Cl)cc3)C(=O)C12 (centres undefined),-0.2,11,6,-0.1,-10,-11,-1,99,2,0
COc1cccc(CN2CCN(CC(=O)Nc3ccccc3Cl)CC2)c1,-0.2,-5,-5,0.3,0,-3,1,89,-5,-7
NC(=O)c1cccc2c(=O)oc3ccccc3c12,3.0,1,-2,0.2,1,u,1,88,0,9
COC(=O)C(NC(=O)CCc1nnc2ccc(N3CCCCC3)nn12)C(C)C (centres undefined),-2.5,7,6,0.0,-16,-9,4,100,-2,0
COc1ccc(N2CCN(CCC(O)c3ccc4ccccc4c3)CC2)cc1 (centres undefined),3.1,1,-7,0.0,-17,3,2,92,-3,4
Cc1cccc(C(=O)NC(C)c2ccc(-n3ccnc3)cc2)c1C (centres undefined),-2.6,16,-1,0.0,-3,1,-1,99,11,-2
Cc1cc(C(=O)N/N=C/C=C/c2ccccc2[N+](=O)[O-])c(C)o1,-0.5,-5,1,0.6,4,-4,-1,100,-4,8
CN(Cc1ccccc1)C(=O)COC(=O)c1cc([N+](=O)[O-])ccc1N1CCOCC1,-3.8,-2,9,0.4,-14,-12,-1,105,3,8
O=C(N/N=C/c1cc(Br)ccc1O)C(=O)Nc1ccccc1OC(F)(F)C(F)F,2.8,16,10,0.8,-8,x,-8,106,-3,34
CC(C)[C@H](NC(=O)c1ccco1)C(=O)N(C)Cc1ccc(C(F)(F)F)cc1,0.3,20,-5,0.0,-3,1,0,100,10,-4
O=C(C1CCN(S(=O)(=O)c2cccc3cccnc23)CC1)N1CCN(C2CCCC2)CC1,-0.6,-2,9,0.0,16,4,-1,102,-2,4
O=[N+]([O-])c1cccc(-c2ncc3ccccn23)c1,-1.8,-1,13,0.1,-20,-4,4,97,-3,1
Cc1ccsc1/C=N/Nc1nc2ccccc2[nH]1,-2.0,-11,-2,0.4,-13,-1,-7,101,-5,-5
O=S(=O)(Nc1ccc2c(c1)OCCO2)c1ccc2oc3ccccc3c2c1,1.4,3,10,0.5,x,9,1,99,1,-22
CC(C)OCCCN1CC(=O)N2C(c3cccc([N+](=O)[O-])c3)c3[nH]c4ccccc4c3C[C@H]2C1=O (some centres undefined),0.2,14,10,0.0,-19,-8,1,100,-1,7
Cc1ccc(S(=O)(=O)N2CCN(CC(O)COc3ccccc3)CC2)cc1 (centres undefined),1.4,7,5,0.0,-4,-11,0,96,-8,-4
CCOC(=O)c1cc(-c2ccccc2C)nn1Cc1cc(CC)no1,4.5,6,-4,-0.1,-5,-5,-4,95,-5,-16
C=C1CCN(C(C(=O)OC)C(C)C)S(=O)(=O)c2ccc(F)cc21 (centres undefined),-0.4,-3,2,-0.1,-7,-3,1,98,0,-5
Cn1c(/C=C/c2ccccc2)nc2ccccc21,-1.5,13,-5,0.8,-20,16,-21,104,2,-30
O=Cc1ccc(Oc2ccc(F)cc2)nc1,-1.0,12,-6,-0.6,2,-9,3,94,-4,5
O=C(NC(=S)Nc1ccc(CN2CCOCC2)cc1)c1cc2ccccc2o1,-1.6,0,1,0.2,-16,23,1,99,1,-4
Nc1cc(S(=O)(=O)N2CCOCC2)ccc1Oc1cccc(Br)c1,-0.3,-8,2,0.3,-6,-6,-3,97,-2,-8
CCn1nc(C(=O)Nc2cccc(C(F)(F)F)c2)c(Cl)c1Cl,3.5,5,-6,0.0,x,-10,-1,89,5,1
COCCN(CC(=O)Nc1cccc(C)c1C)C(=O)C1CCN(S(=O)(=O)c2ccccc2)CC1,-0.4,3,-2,0.3,-3,6,0,99,4,-3
O=C(NCCO)/C(=C\c1cccc([N+](=O)[O-])c1)NC(=O)c1cccs1,-1.1,2,15,0.0,-15,-9,4,79,-11,4
Cc1[nH]c2ccc(C(=O)OC(C)C(=O)N(C)C3CCCCC3)cc2c1C (centres undefined),1.4,-6,1,0.7,-3,-6,-1,103,-3,-4
CCCN(CCC)S(=O)(=O)c1cc2c3c(c1)CCN3C(=O)CC2,-0.2,-1,-4,-0.3,-3,7,1,102,9,4
OCCCCCN=c1cc(-c2ccccc2)oc2ccc(Cl)cc12,-1.9,2,-1,1.5,x,-6,51*,101,2,2
CCOC(=O)CSc1nnc(CNc2cccc(Cl)c2)n1-c1ccccc1,-1.1,2,14,0.0,-8,-1,1,91,-2,5
CCOC(=O)C1=CCN(S(=O)(=O)c2ccccc2Cl)C1c1ccc(C)cc1 (centres undefined),x,x,x,-0.3,-6,x,2,96,-2,-2
O=C(c1ccc2c(c1)OCCO2)N1CCN(Cc2ccccc2)CC1,-0.2,3,5,-0.1,-6,x,x,92,-6,-1
Cc1c(/C=C/C(=O)c2ccccc2O)cnn1C,-0.1,16,-5,0.0,-2,-3,2,103,-3,-2
O=c1cc(CCl)nc2scc(-c3ccccc3)n12,0.4,7,2,0.2,-15,19,-2,98,0,-2
COc1ccc(CC(=O)NNc2ncnc3c2cnn3Cc2ccccc2)cc1OC,-3.6,-2,1,0.3,-3,-8,1,95,4,-3
CC(=O)c1cccc(-c2ccnc3c2CC(C(=O)NCc2ccncc2)O3)c1 (centres undefined),-1.4,2,2,-0.2,-10,x,3,98,6,22
COc1cccc(/C=N/Nc2nc(C)cc(=O)[nH]2)c1OC,0.4,-4,-6,0.1,-4,x,2,108,-2,-6
CCC(C)c1ccc(NC(=S)NCc2ccccn2)cc1 (centres undefined),-0.5,1,8,0.2,0,-7,-3,96,-3,-12
NC1=NC[C@H](c2ccccc2)N1CC1CCCCC1,-0.7,0,-3,0.0,-4,x,-3,99,-7,-4
Cc1c(CCC(=O)O)c(=O)oc2cc3oc4c(c3cc12)CCCC4,0.3,0,1,0.2,-4,-1,-1,105,-3,0
O=C(NCCc1ccccc1)c1ccc(-c2ccc(F)c(F)c2)c2ccoc12,4.5,12,0,0.3,-5,-1,-1,103,-1,-3
CC1=C(C(=O)Nc2ccccc2C(=O)N2CCC(C)CC2)SCCO1,-3.0,11,5,0.1,-7,-2,-1,101,1,-3
Cc1ccc(S(=O)(=O)NNC(=O)C2CCN(S(=O)(=O)c3ccc(C)cc3)CC2)cc1,-0.1,4,-3,-0.1,-5,-6,1,103,3,2
COc1cccc(-n2cc(C(=O)O)c3ccccc3c2=O)c1,-2.0,1,0,0.4,x,17,2,95,-3,-3
CCC(C(=O)NCCCN1CC(C)CC(C)C1)n1ncn2c(cc3occc32)c1=O (centres undefined),-2.7,15,-6,-0.2,-4,-2,1,104,-9,0
CC(C)C(c1nnnn1CC1CCCO1)N1CCN(Cc2ccc3c(c2)OCO3)CC1 (centres undefined),0.1,4,9,-0.1,0,3,-1,90,2,-2
CCCCN(C(=O)CSc1nncn1-c1ccccc1)c1c(N)n(Cc2ccccc2)c(=O)[nH]c1=O,-2.7,13,12,0.1,8,-5,0,102,-3,-1
CCOc1cc(/C=C2\SC(=S)N(NS(=O)(=O)c3ccccc3)C2=O)ccc1O,-2.3,17,10,-0.1,-6,-5,-1,109,-3,-5
O=C(NCc1ccccn1)Nc1ccc(Cl)c(Cl)c1,-1.9,0,-5,0.2,x,x,-1,108,-4,2
COCCNC(=O)C(=O)c1cc(C)n(-c2ccc([N+](=O)[O-])cc2)c1C,-1.4,3,-6,0.4,-6,8,0,99,-4,5
Cc1ccc(C(C)C)c(OCc2nn(CC(=O)c3ccc(OC(F)F)cc3)c3[n+]2CCCCC3)c1,20*,16,8,-0.3,x,-4,12,88,-8,-18
O=C(NC1CCCCC1)c1ccc2c(c1)OCO2,-0.8,6,5,0.0,-3,1,2,96,-2,-5
O=C(NCc1ccccc1)c1cc(C2COCCN2C(=O)c2ccc3c(c2)CCO3)on1 (centres undefined),-0.1,-7,5,-0.2,-5,-6,0,98,6,-2
CNC(=S)Nc1cccc(S(=O)(=O)NCc2ccco2)c1,0.2,7,3,-0.1,-6,3,1,95,7,1

# Entries from the list above that have a furan ring, fused or not:
SMILES,MC4R ag barr,MC4R antag cAMP,PDI inh,aDG glyco up,CaV13 ICDI inh,Vif imaging,N-glyco inh,ABCB6 inh MLPCN,m5-HT2A agonist,H9c2 protect
Cc1cc(C(=O)N/N=C/C=C/c2ccccc2[N+](=O)[O-])c(C)o1,-0.5,-5,1,0.6,4,-4,-1,100,-4,8
CC(C)[C@H](NC(=O)c1ccco1)C(=O)N(C)Cc1ccc(C(F)(F)F)cc1,0.3,20,-5,0.0,-3,1,0,100,10,-4
O=S(=O)(Nc1ccc2c(c1)OCCO2)c1ccc2oc3ccccc3c2c1,1.4,3,10,0.5,x,9,1,99,1,-22
O=C(NC(=S)Nc1ccc(CN2CCOCC2)cc1)c1cc2ccccc2o1,-1.6,0,1,0.2,-16,23,1,99,1,-4
Cc1c(CCC(=O)O)c(=O)oc2cc3oc4c(c3cc12)CCCC4,0.3,0,1,0.2,-4,-1,-1,105,-3,0
O=C(NCCc1ccccc1)c1ccc(-c2ccc(F)c(F)c2)c2ccoc12,4.5,12,0,0.3,-5,-1,-1,103,-1,-3
CCC(C(=O)NCCCN1CC(C)CC(C)C1)n1ncn2c(cc3occc32)c1=O (centres undefined),-2.7,15,-6,-0.2,-4,-2,1,104,-9,0
CNC(=S)Nc1cccc(S(=O)(=O)NCc2ccco2)c1,0.2,7,3,-0.1,-6,3,1,95,7,1

# Compounds as they come, and some 3.6% of all compounds hit somewhere here.
